Assay outcomes deposited in PubChem by several laboratories.
NPY2 pot ag = NPY-Y2 potentiators or agonists, primary screen, cell-based | cells expressing NPY-Y2, potentiator/agonist read-out | activation, % at 3.6 µM | 0.45% of 220,000 active; in the data active = activation above about 27%;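 also: cells stimulated with NPY near EC25 plus isoproterenol at EC100; 0% = vehicle plus submaximal agonist and 100% = vehicle plus saturating agonist; some results beyond the cut were filed as inactive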
NPY-Y1 PAM-ag = NPY-Y1 receptor potentiators or agonists, primary screen, cell-based. Neuropeptide Y receptor type 1 (Homo sapiens), P25929. NPY-Y1 expressing cells, potentiator/agonist activation. activation, % at 3.6 µM. 0.37% of 220,000 active; in the data active = activation above about 33%, passing the limit was not always enough;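 also: cells stimulated with NPY at EC10 then isoproterenol at EC100; 0% = low agonist plus stimulus and 100% = saturating agonist plus stimulus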
Target sequence (P25929 whole entry, looked up): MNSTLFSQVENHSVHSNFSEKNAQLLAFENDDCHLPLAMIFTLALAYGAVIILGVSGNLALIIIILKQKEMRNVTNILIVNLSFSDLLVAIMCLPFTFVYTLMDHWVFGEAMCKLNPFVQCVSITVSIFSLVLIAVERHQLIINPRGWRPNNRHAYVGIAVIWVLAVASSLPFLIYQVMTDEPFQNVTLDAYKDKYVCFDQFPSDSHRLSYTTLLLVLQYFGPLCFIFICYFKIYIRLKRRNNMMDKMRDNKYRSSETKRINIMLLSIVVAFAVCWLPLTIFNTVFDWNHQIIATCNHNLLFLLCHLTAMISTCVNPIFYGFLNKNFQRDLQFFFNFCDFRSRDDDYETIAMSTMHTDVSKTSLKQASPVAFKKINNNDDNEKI
CHOP inhibitor = inhibitors of CHOP promoter induction, primary screen, cell-based, unfolded protein response, luciferase reporter; CHO-K1 CHOP-promoter luciferase, tunicamycin-induced, 15-18 h; inhibition, % at 10 µM; 3.8% of 220,000 active; AID 2732, 2010;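 active = compounds that reduced the stress-induced luciferase reporter signal by more than about 70% of percent inhibition, limit read from the data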;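 also: 0% = tunicamycin plus vehicle and 100% = wells without tunicamycin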
TRPML3 agonist = human TRPML3 channel agonists, primary screen, cell-based, HEK293 TRPML3-YFP, Fluo-8 calcium fluorescence, 3 µM; 100% = the carbachol control signal; activation, % at 3 µM; 0.29% of 220,000 active; AID 1448, 2008;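 active = activation above its plate's cutoff, the mean activation of the plate's test wells plus 3 SD, cut at about 12% in these data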;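 also: 0% = DMSO only wells and 100% = carbachol wells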
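Test system: HEK293 cells stably carrying human TRPML3-YFP; Doses: single dose, 3 µM final nominal compound, 0.3% DMSO final; Schedule: dye loading 1 h 37 °C then 30 min ambient, 125 s read; Technique: Fluo-8 calcium fluorescence; Benchmarks: high control carbachol 87 µM, low control DMSO.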
S1P4 ag = S1P4 receptor agonists, primary screen, cell-based. Sphingosine 1-phosphate receptor 4 (Homo sapiens), O95977. S1P4-expressing cell line, agonist reporter assay. activation, % at 4.98 µM. 0.35% of 220,000 active; in the data active = activation above about 11%;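 also: 0% = DMSO vehicle and 100% = reference agonist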
S1P4 antagonist = S1P4 receptor antagonists, primary screen, cell-based | Sphingosine 1-phosphate receptor 4 (Homo sapiens), O95977 | 0.26% of 220,000 active | inhibition, % at 4.98 µM | S1P4-expressing cells, antagonist mode, reporter read-out; in the data active = inhibition above about 29%;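 also: 0% = wells stimulated with agonist and 100% = vehicle wells without agonist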
EP2 modulator = EP2 receptor modulators, cAMP readout, primary screen, cell-based, HTRF cAMP, PGE2 stimulation; 0.83% of 260,000 active; induction, % at 25 µM; Prostaglandin E2 receptor EP2 subtype (Homo sapiens), P43116; EP2-expressing cells, cAMP HTRF FRET, PGE2 co-stimulation;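 active = compounds whose cAMP rise, as percent of the full-agonist control response, exceeds 60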;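 also: rat C6 glioma line stably carrying human EP2 under a CMV promoter; the protocol text gives 20 µM as final concentration; 100% = response of wells given 1 µM PGE2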
Target sequence (P43116 whole entry, looked up): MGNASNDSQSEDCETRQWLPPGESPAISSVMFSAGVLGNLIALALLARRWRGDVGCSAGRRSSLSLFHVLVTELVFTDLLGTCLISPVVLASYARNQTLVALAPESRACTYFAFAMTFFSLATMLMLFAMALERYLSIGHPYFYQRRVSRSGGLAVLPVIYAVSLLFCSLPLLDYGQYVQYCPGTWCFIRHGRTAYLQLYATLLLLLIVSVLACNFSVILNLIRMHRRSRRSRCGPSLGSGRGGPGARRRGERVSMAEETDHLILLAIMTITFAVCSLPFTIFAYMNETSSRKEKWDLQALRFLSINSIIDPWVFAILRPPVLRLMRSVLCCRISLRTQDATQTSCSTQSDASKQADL
NPY-Y1 antag = NPY-Y1 receptor antagonists, primary screen, cell-based | Neuropeptide Y receptor type 1 (Homo sapiens), P25929 | HEK293-CNG Y1 cells, membrane potential fluorescence; NPY at EC95, then isoproterenol | inhibition, % at 3.6 µM | 1% of 200,000 active | AID 1040, 2008;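 active = inhibition above the campaign mean inhibition of all tested compounds plus 3 SD, cut at about 20% in these data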;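 also: 0% = DMSO wells given NPY plus isoproterenol and 100% = isoproterenol alone without NPY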
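Test system: HEK293 cells co-expressing NPY Y1 receptor and cyclic-nucleotide gated channel; Also added: NPY (25 nM), isoproterenol (1 µM), Ro 20-1724 (25 µM); Compound dosing: one concentration, 3.6 µM, in 0.4% DMSO; Timing: dye 3 h, compound 60 min room temperature, stimulation 45 min; Technique: Membrane-potential fluorescent dye readout.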
zfTRPN1 agonist = zebrafish TRPN1 channel agonists, primary screen, cell-based, HEK293, calcium fluorescence | transient receptor potential cation channel N1 (TRPN1/NompC), Danio rerio | HEK293 zebrafish TRPN1-YFP, Fluo-8 calcium fluorescence; 100% = response to 87 µM carbachol | activation, % at 3 µM | 0.18% of 220,000 active;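 active = activation above its plate's cutoff, the mean activation of test wells on that plate plus 3 SD, cut at about 19% in these data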;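 also: 0% = DMSO alone and 100% = 87 µM carbachol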
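Material: zebrafish TRPN1-YFP in HEK293 cells. Doses: one dose of 3 µM, 0.3% DMSO. Incubation: dye 1 h 37 °C plus 30 min RT. Measured by: intracellular calcium fluorescence with Fluo-8.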
* marks the source's active call; other numbers are inactive results.

How did Cc1ccccc1NC(=O)CCSc1nnnn1-c1ccccc1 do in these assays?
NPY2 pot ag: -2; NPY-Y1 PAM-ag: -14; CHOP inhibitor: 2; TRPML3 agonist: -1.4; S1P4 ag: 1.2; S1P4 antagonist: -17; EP2 modulator: -4; NPY-Y1 antag: 1; zfTRPN1 agonist: 1.0

What do the screens show for `O=C(O)c1cc(Cl)c2ccccc2c1O`?
NPY2 pot ag: -23; NPY-Y1 PAM-ag: -31; CHOP inhibitor: 6; TRPML3 agonist: 0.8; S1P4 ag: -0.6; S1P4 antagonist: 4; EP2 modulator: -4; NPY-Y1 antag: 8; zfTRPN1 agonist: 0.9

Results for Cc1ccc(S(=O)(=O)N(C)C)cc1NC(=O)COC(=O)c1sc2cc(Cl)ccc2c1Cl ?
NPY2 pot ag: 2; NPY-Y1 PAM-ag: -17; CHOP inhibitor: 10; TRPML3 agonist: 0.1; S1P4 ag: 1.6; S1P4 antagonist: -14; EP2 modulator: 7; zfTRPN1 agonist: 1.8

What do the screens show for `C=CCn1c(C)cc(C(=O)CN2NS(=O)(=O)c3ccccc3C2=O)c1C`?
NPY2 pot ag: -2; NPY-Y1 PAM-ag: -5; CHOP inhibitor: -27; TRPML3 agonist: 0.4; S1P4 ag: 1.1; S1P4 antagonist: 0; EP2 modulator: -20; NPY-Y1 antag: -1; zfTRPN1 agonist: -0.6

How did O=C1NC(c2ccccc2Cl)=N/C1=C/c1ccco1 do in these assays?
NPY2 pot ag: -11; NPY-Y1 PAM-ag: 13; CHOP inhibitor: -8; TRPML3 agonist: 0.4; S1P4 ag: 0.4; S1P4 antagonist: 6; EP2 modulator: 19; zfTRPN1 agonist: 0.7

How did Cc1ccc(S(=O)(=O)N2CCC(=O)N(C(COCc3ccc(Cl)cc3Cl)Cc3ccccc3)CC2)cc1 (stereo not given) do in these assays?
NPY2 pot ag: 4; NPY-Y1 PAM-ag: 3; CHOP inhibitor: 33; TRPML3 agonist: 1.1; S1P4 ag: 1.8; S1P4 antagonist: 16; EP2 modulator: 27; NPY-Y1 antag: -5; zfTRPN1 agonist: 0.8

Results for O=C(O)CCN1C(=O)c2ccccc2C1=O ?
NPY2 pot ag: -11; NPY-Y1 PAM-ag: -27; CHOP inhibitor: 12; TRPML3 agonist: -0.1; S1P4 ag: -0.9; S1P4 antagonist: -23; EP2 modulator: 21; NPY-Y1 antag: 3; zfTRPN1 agonist: 0.3

Results for Cc1ccc2nc(NS(C)(=O)=O)sc2c1 ?
NPY2 pot ag: -22; NPY-Y1 PAM-ag: 0; CHOP inhibitor: -5; TRPML3 agonist: 0.6; S1P4 ag: -0.5; S1P4 antagonist: -12; EP2 modulator: -20; NPY-Y1 antag: 7; zfTRPN1 agonist: 1.2

Results for CCOC(=O)c1cnn(CCOC(=O)c2ccccc2F)c1NC(=O)c1ccccc1F ?
NPY2 pot ag: -1; NPY-Y1 PAM-ag: -20; CHOP inhibitor: -13; TRPML3 agonist: 0.4; S1P4 ag: 1.4; S1P4 antagonist: -11; EP2 modulator: 25; NPY-Y1 antag: 5; zfTRPN1 agonist: 0.2

Results for Cc1[nH]c(=O)[nH]c(=O)c1/C=C/C(=O)O ?
NPY2 pot ag: 12; NPY-Y1 PAM-ag: 17; CHOP inhibitor: 11; TRPML3 agonist: 1.0; S1P4 ag: 0.8; S1P4 antagonist: -21; EP2 modulator: 28; zfTRPN1 agonist: 1.4

What do the screens show for `Cn1c(C(=O)NC2CC2)cc2c(=O)n(C)c3ccccc3c21`?
NPY2 pot ag: 1; NPY-Y1 PAM-ag: -9; CHOP inhibitor: 23; TRPML3 agonist: 0.8; S1P4 ag: 2.3; S1P4 antagonist: -27; EP2 modulator: 3; NPY-Y1 antag: 2; zfTRPN1 agonist: 0.6

How did CCOc1ccc(N(C(=O)CNS(=O)(=O)c2ccccc2)C(CC)C(=O)NCc2ccco2)cc1 (stereo not given) do in these assays?
NPY2 pot ag: -23; NPY-Y1 PAM-ag: -12; CHOP inhibitor: 13; TRPML3 agonist: -0.5; S1P4 ag: -2.3; S1P4 antagonist: 8; EP2 modulator: 25; NPY-Y1 antag: -3; zfTRPN1 agonist: -0.4

Results for COC(=O)N(NC(=O)C(O)(c1ccccc1)c1ccccc1)c1ccc(C)cc1 ?
NPY2 pot ag: -17; NPY-Y1 PAM-ag: -1; CHOP inhibitor: 1; TRPML3 agonist: 0.1; S1P4 ag: 1.0; S1P4 antagonist: -7; EP2 modulator: 33; NPY-Y1 antag: 31*; zfTRPN1 agonist: -0.7

What do the screens show for `CCCCCn1c(Br)nc2c1c(=O)n(CC(N)=O)c(=O)n2C`?
NPY2 pot ag: -7; NPY-Y1 PAM-ag: -22; CHOP inhibitor: -6; TRPML3 agonist: 0.5; S1P4 ag: -1.3; S1P4 antagonist: 2; EP2 modulator: 15; NPY-Y1 antag: 2; zfTRPN1 agonist: 2.2

Results for COc1ccc(C(=O)CSc2nnc3n2CCCN3C(=O)Nc2ccccc2)cc1 ?
NPY2 pot ag: -9; NPY-Y1 PAM-ag: 5; CHOP inhibitor: 22; TRPML3 agonist: 0.4; S1P4 ag: 1.1; S1P4 antagonist: -1; EP2 modulator: -56; zfTRPN1 agonist: 0.6

What do the screens show for `COc1ccc(/C(N)=N/OC(=O)CCCc2ccccc2)cc1OC`?
NPY2 pot ag: -14; NPY-Y1 PAM-ag: -27; CHOP inhibitor: 12; TRPML3 agonist: 0.6; S1P4 ag: 2.3; S1P4 antagonist: -5; EP2 modulator: -15; NPY-Y1 antag: 4; zfTRPN1 agonist: -0.7

What do the screens show for `O=C(O)c1cnc(N2CCOCC2)nc1`?
NPY2 pot ag: 4; NPY-Y1 PAM-ag: 3; CHOP inhibitor: 4; TRPML3 agonist: 0.9; S1P4 ag: -0.5; S1P4 antagonist: -6; EP2 modulator: 16; NPY-Y1 antag: 8; zfTRPN1 agonist: 0.7

What do the screens show for `OCc1ccnc(Cl)c1`?
NPY2 pot ag: 6; NPY-Y1 PAM-ag: -8; CHOP inhibitor: -9; TRPML3 agonist: 1.1; S1P4 ag: -0.7; S1P4 antagonist: -17; EP2 modulator: 1; NPY-Y1 antag: 1; zfTRPN1 agonist: -1.2

How did C=CCOc1ccc(CNCCO)cc1OCC do in these assays?
NPY2 pot ag: 1; NPY-Y1 PAM-ag: 0; CHOP inhibitor: 12; TRPML3 agonist: 1.3; S1P4 ag: 0.6; S1P4 antagonist: -9; EP2 modulator: 34; NPY-Y1 antag: 1; zfTRPN1 agonist: 1.5

How did CC1CC(C)CN(S(=O)(=O)c2ccc(C(=O)NCc3ccco3)cc2)C1 (stereo not given) do in these assays?
NPY2 pot ag: 0; NPY-Y1 PAM-ag: 2; CHOP inhibitor: -18; TRPML3 agonist: 0.4; S1P4 ag: -0.9; S1P4 antagonist: -2; EP2 modulator: -15; NPY-Y1 antag: 1; zfTRPN1 agonist: -0.1

How did CCCCn1c(-c2ccccc2)nnc1-c1ccccc1 do in these assays?
NPY2 pot ag: -1; NPY-Y1 PAM-ag: 10; CHOP inhibitor: 13; TRPML3 agonist: -1.1; S1P4 ag: 0.4; S1P4 antagonist: -4; EP2 modulator: 9; NPY-Y1 antag: 5; zfTRPN1 agonist: -2.2

What do the screens show for `COc1ccc(C2=[N+]([O-])C(C)(C)C(c3ccccc3)=N2)cc1`?
NPY2 pot ag: 15; NPY-Y1 PAM-ag: 9; CHOP inhibitor: 13; TRPML3 agonist: -0.3; S1P4 ag: 1.1; S1P4 antagonist: -7; EP2 modulator: 23; NPY-Y1 antag: -1; zfTRPN1 agonist: -1.0

What do the screens show for `COc1ccc(CNc2ncnc3cc(OC)c(OC)cc23)cc1OC`?
NPY2 pot ag: -10; NPY-Y1 PAM-ag: -8; CHOP inhibitor: -3; TRPML3 agonist: -0.2; S1P4 ag: 0.6; S1P4 antagonist: -8; EP2 modulator: -16; NPY-Y1 antag: 2; zfTRPN1 agonist: -0.1

How did CCCCOC(=O)c1ccc(O)cc1 do in these assays?
NPY2 pot ag: -2; NPY-Y1 PAM-ag: -8; CHOP inhibitor: 0; TRPML3 agonist: -0.6; S1P4 ag: 0.5; S1P4 antagonist: 21; EP2 modulator: 27; NPY-Y1 antag: 2; zfTRPN1 agonist: 0.0

Results for CC(C)(C)C(=O)COc1ccccc1[N+](=O)[O-] ?
NPY2 pot ag: 1; NPY-Y1 PAM-ag: 7; CHOP inhibitor: -4; TRPML3 agonist: 0.9; S1P4 ag: -0.8; S1P4 antagonist: -15; EP2 modulator: 16; NPY-Y1 antag: 5; zfTRPN1 agonist: -0.7

What do the screens show for `CC(C)CNC(=O)CC(=O)N/N=C/c1ccc(Br)cc1`?
NPY2 pot ag: -2; NPY-Y1 PAM-ag: 3; CHOP inhibitor: 3; TRPML3 agonist: -0.7; S1P4 ag: 2.2; S1P4 antagonist: -4; EP2 modulator: -28; NPY-Y1 antag: 3; zfTRPN1 agonist: 0.1

How did CSc1cccc(CN2CCN(CCC(C)C)C(CCO)C2)c1 (stereo not given) do in these assays?
NPY2 pot ag: -7; NPY-Y1 PAM-ag: -13; CHOP inhibitor: 11; TRPML3 agonist: 1.3; S1P4 ag: 0.2; S1P4 antagonist: 9; EP2 modulator: -16; NPY-Y1 antag: 11; zfTRPN1 agonist: -0.5

What do the screens show for `COc1ccc(N2C(=O)C3C(C2=O)C2C=CC3C23CC3)c(OC)c1` (stereo not given)?
NPY2 pot ag: -6; NPY-Y1 PAM-ag: 4; CHOP inhibitor: 8; TRPML3 agonist: 0.7; S1P4 ag: 0.7; S1P4 antagonist: 2; EP2 modulator: 29; NPY-Y1 antag: 0; zfTRPN1 agonist: 1.8

What do the screens show for `Cc1cccc(OCc2nnc(N)s2)c1`?
NPY2 pot ag: 11; NPY-Y1 PAM-ag: 1; CHOP inhibitor: 7; TRPML3 agonist: 0.1; S1P4 ag: 1.4; S1P4 antagonist: -32; EP2 modulator: 7; NPY-Y1 antag: -6; zfTRPN1 agonist: -0.4

What do the screens show for `COc1ccccc1NC(=S)N1CCC(NC(=O)NC23CC4CC(CC(C4)C2)C3)CC1`?
NPY2 pot ag: -7; NPY-Y1 PAM-ag: -8; CHOP inhibitor: 18; TRPML3 agonist: 1.1; S1P4 ag: 0.7; S1P4 antagonist: -8; EP2 modulator: -38; NPY-Y1 antag: 4; zfTRPN1 agonist: 0.8
